Giardia FBPA inh – blocks Giardia fructose-bisphosphate aldolase activity; 290,000 compounds, 0.71% hits; purified Giardia FBPA; Potency, µM (series often up to 59.6 µM), inactives show at the top dose activity, negative = inhibition, usual class: inhibitors; A8B2U2; note: potency is the fitted concentration of half-maximal effect; nearly all actives have a fitted effect of over 55% in size
Target sequence (A8B2U2 whole entry, looked up): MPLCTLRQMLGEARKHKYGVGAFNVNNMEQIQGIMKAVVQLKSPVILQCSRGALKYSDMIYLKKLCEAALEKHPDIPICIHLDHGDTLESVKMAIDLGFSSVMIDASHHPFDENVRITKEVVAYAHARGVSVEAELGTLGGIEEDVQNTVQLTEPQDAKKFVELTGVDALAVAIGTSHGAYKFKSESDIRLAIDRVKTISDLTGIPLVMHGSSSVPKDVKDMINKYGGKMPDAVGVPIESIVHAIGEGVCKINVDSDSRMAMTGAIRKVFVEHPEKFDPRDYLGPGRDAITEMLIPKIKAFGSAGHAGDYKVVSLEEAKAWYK
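Giardia FBPA (40 nM reagent) was preincubated 10 min at RT with compound (up to 57.5 uM final), then substrate plus GAPDH/TPI/NAD/arsenate coupling system with diaphorase/resazurin was added; resorufin fluorescence (525/598 nm) was read after 20 min.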
AmpC inh detg – inhibitors of E. coli AmpC beta-lactamase with detergent; 370,000 compounds, 0.041% hits; Potency, µM (series often up to 114 µM), for the others: at the highest dose activity change, negative = inhibition, most hits filed as inhibitors; AmpC hydrolysis of nitrocefin, absorbance 480 nm, 0.01% Triton;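 note: potency is the fitted concentration of half-maximal effect; 0% = no-compound wells and -100% = no-enzyme wells; nearly all actives have a fitted effect of over 25% in size; some results filed as inactive show a strong effect at the top dose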
Target sequence (P00811 whole entry, looked up): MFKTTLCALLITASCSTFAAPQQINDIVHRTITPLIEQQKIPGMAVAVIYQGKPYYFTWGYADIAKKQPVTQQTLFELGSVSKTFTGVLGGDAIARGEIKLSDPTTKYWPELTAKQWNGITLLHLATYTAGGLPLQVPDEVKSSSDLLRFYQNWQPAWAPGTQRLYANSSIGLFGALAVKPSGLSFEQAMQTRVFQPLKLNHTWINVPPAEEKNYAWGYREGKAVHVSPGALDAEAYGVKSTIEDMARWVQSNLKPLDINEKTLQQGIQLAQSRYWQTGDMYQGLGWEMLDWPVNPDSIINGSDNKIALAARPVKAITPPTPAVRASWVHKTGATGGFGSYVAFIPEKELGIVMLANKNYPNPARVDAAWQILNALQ
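AmpC (5.3 nM in the dispensed reagent) in 20 mM phosphate pH 7.0 with 0.01% (detergent screen) or 0.0001% Triton X-100 was preincubated with compounds for 15 min at room temperature. Nitrocefin was then added from an 800 uM solution, and hydrolysis was followed at 480 nm.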
HCMV inh – human cytomegalovirus inhibition; HFF cells, HCMV-luciferase reporter, 72 h; hits give low values; activity change, negative = inhibition, % at 57.5 µM; 410,000 compounds, 4.5% hits; AID 1259415; in the data active = activity change below about -60%; inconclusive = no clear call, values can overlap the other calls; inactive = above about -39%
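Steps: HFFs plated, 16 h 37C; compounds added; HCMV-luciferase added to MOI 1 PFU/cell; 72 h 37C; OneGlo reagent, 5 min room temperature; luminescence read, normalized to controls.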
AMA1 RON2 block – AMA1-RON2 (P. falciparum) interaction inhibition; AlphaScreen AMA1-biotinylated RON2 peptide binding; Potency, µM (doses to about 58.2 µM), without a hit: at the top dose activity change, negative = inhibition, actives largely listed as inhibitors; 360,000 compounds, 0.2% hits; AID 720542;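 note: potency is the fitted concentration of half-maximal effect; 0% = vehicle wells and -100% = peptide control; nearly all actives have a fitted effect of over 45% in size; some results filed as inactive show a strong effect at the top dose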
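AMA1 (3D7) with his tag at 25 nM final met compounds first, then biotinylated RON2 peptide at 25 nM; detection used donor plus acceptor beads, 10 µg/mL apiece, read by AlphaScreen after 30 min at room temperature.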
Sm TGR block – S. mansoni TGR enzyme inhibition | Q962Y6 | purified TGR, DTNB reduction, TNB absorbance 405 nm | Potency, µM (top dose mostly 114 µM), without a hit: top-dose activity change, negative = inhibition, hits mostly inhibitors | 360,000 compounds, 3% hits | AID 485364; note: potency is the fitted concentration of half-maximal effect; nearly all actives have a fitted effect of over 60% in size
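TGR 20 nM + NADPH 100 uM (dispensed conc.), cpd preinc 15 min RT; start with NADPH (500 uM addition) then DTNB (15 mM addition). Kinetic TNB absorbance, 405 nm filter. Four-parameter Hill fit across titration.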
AmpC no deterg – blocks E. coli AmpC beta-lactamase in detergent-free assay; P00811; AmpC nitrocefin hydrolysis, absorbance 480 nm, 0.0001% Triton; Potency, µM (top dose mostly 57.1 µM), inactives show at the highest dose activity change, negative = inhibition, hits mostly inhibitors; 330,000 compounds, 0.52% hits; AID 485341;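 note: potency is the fitted concentration of half-maximal effect; plate controls were no compound for no effect and no enzyme for full effect; nearly all actives have a fitted effect of over 20% in size; some results filed as inactive show a strong effect at the top dose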
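AmpC (5.3 nM in the dispensed reagent) in 20 mM phosphate pH 7.0 with 0.01% (detergent screen) or 0.0001% Triton X-100 was preincubated with compounds for 15 min at room temperature. Nitrocefin was then added from an 800 uM solution, and hydrolysis was followed at 480 nm.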
* marks the source's active call; other numbers are inactive results; u = inconclusive; x = no result given; & = joins results of further samples; [ ] = another dose, or the depositor's remark. Unless noted, calls come from the whole dose curve; as a rule, active = well fitted curve in the direction sought with a large enough effect; inconclusive = small, poorly fitted or top-dose-only effect, or another doubt; inactive = no such curve, though single readings can be large; an effect the other way counts as inactive or inconclusive. Unless noted, % is set by controls: 0 for no effect and ±100 for the full control effect. An unsorted share of the library; any-hit rate near 7.8%.

SMILES	Giardia FBPA inh	AmpC inh detg	HCMV inh	AMA1 RON2 block	Sm TGR block	AmpC no deterg
COc1ccc(-c2cnnn2-c2ccc([N+](=O)[O-])cc2)cc1	1%	u	22	7%	1%	-42%
CCCc1cc(=O)[nH]c(Nc2ccc(N3CCCCC3)cc2)n1	-5%	-13%	-38	-9%	-19%	-31%
COc1cccc(N2CCN(Cc3ccsc3)CC2)c1	-6%	1%	6	-7%	-9%	-12%
Oc1c(C(c2ccccc2)N2CCc3ccccc3C2)sc2ncnn12 (stereo unspecified)	u	-11%	-23	27%	-6%	-15%
Cc1ccc(S(=O)(=O)Oc2ccc(/C=N/NC(=O)c3nn(C)cc3[N+](=O)[O-])cc2)cc1	1%	u	u	-5%	1%	-9%
Cn1c(N)c(C(=O)COC(=O)CCC(=O)c2ccc(F)cc2)c(=O)n(C)c1=O	0%	u	13	-11%	-9%	-9%[11.4 µM]
Cc1ccc(C(=O)NCC(=O)OCc2c(F)cccc2Cl)s1	x	x	0	-7%	x	-25%
CCCC(=O)n1nc(NCc2ccc(OC)cc2)nc1NCc1ccc(OC)cc1	-8%	-7%	-27	-2%	-1%	-19%[2.29 µM]
COc1cccc(NC(=O)C2CCCN(S(=O)(=O)c3cccc4cccnc34)C2)c1 (stereo unspecified)	0%	u	-10	-1%	4%	-20%
COC(=O)CN(c1ccc(C)cc1)S(=O)(=O)c1ccc2c(c1)n(C)c(=O)c(=O)n2C	-2%	2%	x	0%	-3%	-16%
COc1ccc(OC)c(-n2c(SCC(C)=O)nnc2-c2cccc(S(=O)(=O)N(C)C)c2)c1	2%	u	-23	-12%	-17%[11.4 µM]	82%[activator]
COCc1cc(Sc2c(Cl)cccc2Cl)nc(-c2ccccc2)n1	2%	-13%	-36	2%	39%[activator]	-17%
CN1C(=O)Cc2cc(S(=O)(=O)CCC(=O)Nc3ccc(F)c(Cl)c3)ccc21	x	4%	-4	x	23%	x
CCCNS(=O)(=O)c1ccc(CCC(=O)NCc2ccco2)cc1	-1%	-9%	8	6%	u	-15%
O=c1cc(CN2CCN(c3ccccc3F)CC2)c2cc3c(cc2o1)CCCC3	5%	-1%	0	-7%	u	-28%
CC(=O)N1c2ccc(S(=O)(=O)N(C)CC(=O)NC3CCCC3)cc2CC1C (stereo unspecified)	-3%	-12%	u	4%	-20%	-2%
Cc1cc(-c2ccccc2)n2nc(N)nc2n1	7%	-12%	-23	4%	-10%	-2%
O=C(COC(=O)C1CC1)NCc1ccccc1	x	-5%	-5	-1%	4%	-13%
O=C(N/N=C/c1cccnc1)c1cc(-c2cccs2)nc2ccccc12	1%	-2%	-13	12%	2%	-7%
Cc1ccc(-n2ncc3c(=O)n(CC(=O)OCc4ccccc4)cnc32)cc1	0%	-11%	17	-5%	31%	-2%
CC(C)CNS(=O)(=O)c1ccccc1C(=O)N1CCCCC1	5%	5%	-22	-4%	6%	-7%
O=C(c1ccc(-c2cc(O)c3ncccc3c2)cc1)N1CCNCC1	x	u	-35	x	-8%	-13%&-3%
Cc1cccc(CNC(=O)CN2C(=O)CSc3c2c(C)nn3-c2ccccc2)c1	x	13%	-7	x	4%	x
ON1C(c2ccccc2C(F)(F)F)N(O)[C@H]2CCCC[C@H]21 (stereo partly specified)	-4%	0%	25	37%[activator]	5%	-1%
OCCN1CCN(c2cc(C(F)(F)F)nc3ccccc23)CC1	3%	3%	-12	-10%	7%	-22%

(further entries)
SMILES	Giardia FBPA inh	AmpC inh detg	HCMV inh	AMA1 RON2 block	Sm TGR block	AmpC no deterg
CN1C(=O)c2ccccc2Sc2ccc(NC(=O)NCc3ccc(Cl)cc3)cc21	x	-5%	-89*	x	-16%	x
O=C1C(NS(=O)(=O)c2cccs2)=C(N2CCN(c3ccccc3)CC2)C(=O)c2ccccc21	u	5%	-7	-8%	-36%	-26%
COC(=O)C1=C(C(=O)OC)[C@@H]2N(Cc3ccccc3)c3ccccc3[C@@]23C[C@@H](C(=O)OC)N(C(=O)c2ccc(Br)cc2)C3=N1	-6%	-8%	x	-11%	5%	112%[activator]
CCOc1cccc2c1OC1(CCCCC1)N1N=C(c3cccnc3)CC21 (stereo unspecified)	-17%	u	18	61%[activator]	u	-10%
O=C1/C(=C\c2ccco2)SC(=S)N1c1ccc(O)cc1	u	-14%	-13	-22%	u	u
COC(=O)C1C(=O)C2=C(CC1C)NC(=O)CC2c1ccccc1 (stereo unspecified)	-8%	-11%	8	-4%	-20%	-13%
Cc1ccc(CSC2=NCCN2C(=O)c2ccc(S(=O)(=O)N(C)C)cc2)cc1	0%	3%	-39	-3%	4%	1%
COc1ccccc1N(CN1CCCC1=O)C(=O)COc1ccccc1	4%	u	24	-4%	u	15%
COC(=O)C1CCN(S(=O)(=O)c2cc3c4c(c2)C(C)C(=O)N4CCC3)CC1 (stereo unspecified)	x	-7%	7	x	-2%	x
CN1CC(=O)N(CC(=O)NC2CCCCC2)C1=O	x	x	-6	-6%	x	3%
CCCCOC(=O)c1ccc(Nc2nnc(-n3nc(C)cc3C)c3ccccc23)cc1	x	-3%	-13	x	-10%	x
COc1ccc(C)c2sc(NC(=O)c3ccc(S(=O)(=O)N4CCOCC4)cc3)nc12	x	-4%	43	x	1%	x
Cc1cc(C)n2nc(CNC(=O)c3ccc(Cl)cc3)nc2n1	x	-1%	9	x	7%	x
Cc1ccc2[nH]cc(C(=O)NCc3cccs3)c(=O)c2c1	3%	2%	-8	-5%	3%	-10%
CCN(C(=O)COC(=O)CN(C)S(=O)(=O)c1ccc(NC(C)=O)cc1)C1CCS(=O)(=O)C1 (stereo unspecified)	-2%	-7%	39	5%	1%	-16%
Cc1ccc(/C=N\NC(=O)c2csnn2)cc1	-9%	u	21	-12%	-22%	-24%
Cc1oncc1-c1cn2ccccc2n1	1%	-1%	14	3%	2%	-14%
CC1=C(C(=O)OCC(C)C)C(c2ccc(Br)s2)NC(=O)N1 (stereo unspecified)	-3%	1%	u	-7%	17%	-18%
Cc1c(C)c2ccc(OC(C)C(=O)N3CC[C@@]4(O)CCCC[C@H]4C3)c(C)c2oc1=O (stereo partly specified)	6%	12%	32	6%	-3%	180%[activator]
CN1CCN(C(=O)C2=C[C@H](c3coc4ccccc4c3=O)C[C@H](OCc3ccc(CO)cc3)O2)CC1	0%	-1%	-2	-3%	-16%	38%
NC(=O)[C@@H]1CCNc2c(I)cc([N+](=O)[O-])cc2C(=O)N[C@@H](CO)C(=O)N[C@@H](Cc2ccc(O)cc2)C(=O)N1	-12%	5%	x	x	u	-3%
NS(=O)(=O)c1ccc(CCNC(=O)c2cc(=O)[nH]c3ccccc23)cc1	-3%	4%	2	-18%	-1%	-23%
COc1ccc(C(=O)c2c(C(F)(F)F)oc3c2C(=O)c2ccccc2C3=O)cc1	u	1%	x	u	-16%	-2%
Nc1nc(-c2ccco2)nn1S(=O)(=O)c1ccccc1	0%	6%	2	18%	u	-13%
CC(=O)Nc1ccc2c(c1)CCc1ccccc1-2	-2%	-6%	-9	-5%	-14%	3%

Remaining list, next part:
SMILES	Giardia FBPA inh	AmpC inh detg	HCMV inh	AMA1 RON2 block	Sm TGR block	AmpC no deterg
COc1ccc(C(=O)c2c3ccc(OC)cc3[n+]([O-])n2CCCC(N)=O)cc1	x	-4%	-12	5%	-2%	0%
Cc1oc(-c2ccccc2Cl)nc1CS(=O)(=O)CC(=O)NCCc1ccccc1	16%	-6%	15	-5%	-6%	12%
CCN(CC)C(=O)c1ccc(NC(=O)c2cc(S(=O)(=O)N3CCCCCC3)ccc2OC)cc1	x	u	-18	-1%	5%	208%[activator]
N#CCCN(C(=O)COC(=O)c1ccc2c(c1)OCO2)c1ccccc1	x	-1%	0	4%	0%	-12%
CCn1c(SCC(=O)N2CCN(c3ccccc3)CC2)nnc1-c1ccoc1C	-3%	u	u	11%	-18%	27%
Clc1cccc(N2CCN(c3nc4ccccc4c4nc(-c5ccccc5)nn34)CC2)c1	x	16%	-23	x	1%	x
CCOc1ccccc1N(C)C(=O)CCS(=O)(=O)c1ccc2c(c1)NC(=O)C(C)S2 (stereo unspecified)	x	-5%	-18	-8%	35µM*	4%
COCC(C)NC(=S)N1CCN(c2ccccc2Cl)CC1 (stereo unspecified)	-1%	-4%	-38	-1%	7%	18%
CCOc1ccc(NC(=O)CCN2CCCCC2)cc1	0%	-13%	8	-4%	5%	-7%
Cc1cc(NC(=O)CN2C(=O)c3ccccc3S2(=O)=O)no1	-3%	1%	u	-6%	5%	-20%
CC1=C(c2ccc(C(C)C)cc2)S(=O)(=O)N=C1N1CCC(C(=O)NCc2ccco2)CC1	x	20%	-7	x	-4%	x
CCOC(=O)C1CCCN(C(=O)c2ccc(C(=O)c3ccccc3)cc2)C1 (stereo unspecified)	x	u	-10	14%	5%	0%
CC1CCCC(NC(=O)CNC(=O)c2cccs2)C1C (stereo unspecified)	x	-11%	-22	-4%	-3%	-7%
O=C(CN1CCN(c2ccccn2)CC1)Nc1ccc(OCc2ccccc2)cc1	1%	-4%	-36	-22%	-1%	146%[activator]
CC(NC(=O)c1c(O)nc2ccccn2c1=O)c1ccccc1 (stereo unspecified)	x	-2%	-21	x	0%	x
O=S(=O)(c1ccc(Br)cc1)N1CCN=C1SCc1cccc(F)c1	x	3%	-5	23%	u	-31%
Cc1cccn2c(=O)c3cc(S(=O)(=O)c4ccccc4)c(=N)n(Cc4ccc(F)cc4)c3nc12	-3%	-14%	-19	-3%	-8%	-23%
COc1ccc(CNC(=O)CN2C(=O)c3ccccc3C2=O)cc1	1%	-2%	-31	-10%	7%	5%
O=C(N/N=C/c1c(O)n(-c2ccccc2Cl)c(=O)c2ccccc12)c1cccnc1	12%	-3%	25	44%[activator]	-22%	-14%
COc1cc(OC)c(OC)cc1CNC(=O)c1ccc(S(=O)(=O)N2CC(C)OC(C)C2)cc1 (stereo unspecified)	x	-26%	-3	-5%	-6%	65%[activator]
CCOC(=O)C(CCCOc1cccc(CC)c1)C(=O)OCC	1%	u	25	33%[activator]	-18%	37%

Complete entries as entered above.
COc1ccc(OC)c(-n2c(SCC(C)=O)nnc2-c2cccc(S(=O)(=O)N(C)C)c2)c1 across the screens: Giardia FBPA inh = 2%; AmpC inh detg = u; HCMV inh = -23; AMA1 RON2 block = -12%; Sm TGR block = -17%[11.4 µM]; AmpC no deterg = 82%[activator]
COc1ccccc1N(CN1CCCC1=O)C(=O)COc1ccccc1 across the screens: Giardia FBPA inh = 4%; AmpC inh detg = u; HCMV inh = 24; AMA1 RON2 block = -4%; Sm TGR block = u; AmpC no deterg = 15%
COc1ccc(C(=O)c2c3ccc(OC)cc3[n+]([O-])n2CCCC(N)=O)cc1 across the screens: Giardia FBPA inh = x; AmpC inh detg = -4%; HCMV inh = -12; AMA1 RON2 block = 5%; Sm TGR block = -2%; AmpC no deterg = 0%

Compound activity as filed in PubChem BioAssay.
